# Source: PubChem BioAssay
# KCNK9 block: inhibitors of human KCNK9 two-pore domain potassium channel; Q9NPC2; HEK293 KCNK9, FluxOR thallium flux fluorescence; hits give low values; B-score at 10 µM; 310,000 compounds, 1.2% hits; AID 488922;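 active = ratio B-score over 3 SD below the library mean, with starting fluorescence within 5 SD of its mean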;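 also: negative B-score means less thallium flux so channel inhibition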
# Target sequence (Q9NPC2 whole entry, looked up, the tested form may be a part): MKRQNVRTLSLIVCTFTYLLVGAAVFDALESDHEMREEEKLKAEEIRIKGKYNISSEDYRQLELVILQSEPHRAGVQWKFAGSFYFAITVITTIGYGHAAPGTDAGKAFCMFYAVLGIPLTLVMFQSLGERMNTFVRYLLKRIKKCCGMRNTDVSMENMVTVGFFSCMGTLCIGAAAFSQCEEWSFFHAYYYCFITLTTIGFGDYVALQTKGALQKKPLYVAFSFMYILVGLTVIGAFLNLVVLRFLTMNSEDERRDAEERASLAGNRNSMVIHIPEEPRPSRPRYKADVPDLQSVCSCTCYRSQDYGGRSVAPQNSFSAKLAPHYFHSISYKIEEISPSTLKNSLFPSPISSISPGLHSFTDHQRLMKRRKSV
# ANO1 block: mouse TMEM16A channel inhibition, primary screen | normalized B-score (activity score, 25-100; higher = stronger inhibition) at 10 µM | Q8BHY3 | 310,000 compounds, 1.2% hits | HEK293 TMEM16A/YFP iodide influx fluorescence, ionomycin;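 active = ratio plate-corrected score three or more library SD toward inhibition, starting fluorescence score within five deviations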;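 also: score derived from kinetic fluorescence span divided by baseline fluorescence per well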
# TRPC4 PAM: TRPC4 (mouse) allosteric potentiation; B-score at 10 µM; 310,000 compounds, 0.42% hits; HEK293 TRPC4beta/mu-opioid, DAMGO EC20, Fluo-4 Ca2+ flux; hits give high values;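 active = B-score of calcium response area above 5 SD of library B-scores, with initial fluorescence ratio within 5 SD of library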;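 also: B-score of integrated fluorescence ratio over time as area under calcium response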
# KCNQ1 act: human KCNQ1 channel potentiation or activation; P51787; CHO-K1 KCNQ1, thallium flux FluxOR fluorescence; hits give high values; B-score at 10 µM; 310,000 compounds, 0.35% hits; AID 2648;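 active = fluorescence ratio B-score, a plate-corrected score, at least three library SD, with initial intensity B-score within 5 SD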
#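 Assay system: CHO-K1 cells stably expressing KCNQ1; Medium: assay buffer with matched DMSO; Also added: K+/Tl+ depolarizing stimulus; Dosing: single dose; Timing: dye 90 min, compound 20 min, room temperature; Measured by: kinetic FluxOR thallium fluorescence, 10-s 1-Hz baseline, 110-s post-stimulus read; Read-out: peak-minus-minimum fluorescence over initial fluorescence, negative-control normalized, B-scored.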
# HDAC3 inhib: human HDAC3 inhibition. recombinant HDAC3, fluorogenic peptide/trypsin coupled, fluorescence. O15379. 320,000 compounds, 0.15% hits. inhibition, % at 8.3 µM; in the data active = inhibition above about 26%, passing the limit was not always enough; inconclusive = no clear call, values can overlap the other calls
# TRPC4 agonist: TRPC4 (mouse) channel activation. AID 2237. 310,000 compounds, 0.49% hits. HEK293 TRPC4beta/mu-opioid, Fluo4 calcium fluorescence; hits give high values. B-score at 10 µM. Q9QUQ5;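 active = B-score above 5 SD of library B-scores, and initial fluorescence ratio not above library mean plus 5 SD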;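 also: positive B-score marks a calcium rise read as TRPC4 activation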
#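 Assay system: HEK293 stable line with TRPC4beta plus mu-opioid receptor. Times: dye 45 min RT, read 110 s. Measured by: kinetic Fluo4 calcium fluorescence. Measure: B score of integrated ratio. Controls: assay buffer as low control, maximal DAMGO as high control.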
# KCNQ1 inh: blocks the human KCNQ1 potassium channel | 310,000 compounds, 1.3% hits | B-score at 10 µM | CHO-K1 KCNQ1, FluxOR thallium flux fluorescence; hits give high values | AID 2642;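 active = compounds whose thallium flux B-score, printed positive for inhibition, exceeds three library SD while starting fluorescence stays within three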;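 also: channel opened by potassium depolarization with thallium stimulus after 20 min compound exposure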
# KCNK3 block: human KCNK3 channel inhibition, primary screen. 340,000 compounds, 0.84% hits. CHO-KCNK3 thallium flux, FluxOR fluorescence; hits give low values. AID 602410. B-score at 10 µM;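 active = B-score under library mean minus 4 SD, starting fluorescence ratio at most library mean plus 5 SD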;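 also: more negative B-score means stronger inhibition of thallium flux through KCNK3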
# Target sequence (O14649 whole entry, looked up): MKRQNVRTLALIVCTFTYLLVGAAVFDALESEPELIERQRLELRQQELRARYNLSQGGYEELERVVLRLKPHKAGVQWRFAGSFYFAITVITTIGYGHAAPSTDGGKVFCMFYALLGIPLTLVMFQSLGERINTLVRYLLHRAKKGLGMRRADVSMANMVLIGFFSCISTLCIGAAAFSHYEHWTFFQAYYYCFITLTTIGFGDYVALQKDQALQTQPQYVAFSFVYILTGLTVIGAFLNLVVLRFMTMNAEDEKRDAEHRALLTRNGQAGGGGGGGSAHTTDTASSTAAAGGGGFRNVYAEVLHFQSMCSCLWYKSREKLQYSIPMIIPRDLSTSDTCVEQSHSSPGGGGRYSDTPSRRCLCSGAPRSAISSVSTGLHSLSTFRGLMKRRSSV
# TMEM16A act: mouse TMEM16A channel activation, primary screen; Q8BHY3; HEK293 TMEM16A/YFP-H148Q/I152L, iodide quench fluorescence; hits give low values; B-score at 10 µM; 340,000 compounds, 0.3% hits;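 active = fluorescence-ratio B-score plate-corrected deviation score at least 3 library SD below zero, with starting fluorescence score within 5 deviations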;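 also: channel opened by trigger with iodide after compound preincubation; score built on the fluorescence ratio of max minus min over baseline; more negative score means more quench and so TMEM16A activation or potentiation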
# hERG protect: hERG (human) protection from proarrhythmic block; CHO-hERG, FluxOR thallium flux, dofetilide IC70 present; activation (rescue from dofetilide block), less the hit threshold, % at 10 µM; 310,000 compounds, 0.51% hits;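 active = activation above the mean of controls blocked by dofetilide plus 5 SD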;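 also: thallium influx through hERG after potassium depolarization seen as dye fluorescence rise; in these data hits start at about 4.7%; inactives centre near -7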
# Dyrk1A ADPGlo: inhibitors of rat Dyrk1A kinase; 310,000 compounds, 0.43% hits; ADP-Glo luminescence, NFATc1 peptide; inhibition, % at 12.5 µM; in the data active = inhibition above about 50%;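 also: plate controls were vehicle with enzyme for no effect and no enzyme for full effect; many of its hits are not listed in these tables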
# * hit, by the source's call; i = inactive; ? = inconclusive; · = not tested or not shown.
SMILES,KCNK9 block,ANO1 block,TRPC4 PAM,KCNQ1 act,HDAC3 inhib,TRPC4 agonist,KCNQ1 inh,KCNK3 block,TMEM16A act,hERG protect,Dyrk1A ADPGlo
COc1cccc(C(C)NC(=S)NCc2ccc(F)cc2)c1 (stereo not given),i,i,i,i,-1,i,i,i,i,-15,-1
O=C(O)C(c1ccccc1)N1C(=O)c2cccc3cccc(c23)C1=O (stereo not given),i,i,i,i,-8,i,i,i,i,-2,0
COc1ccc(-c2cc(C(=O)Nc3nc4ccccc4s3)c3ccccc3n2)cc1OC,i,i,i,i,-1,i,i,i,i,-11,-5
O=C(CCc1nnc(CCCc2ccccc2)o1)NCC(F)(F)F,i,i,i,i,-6,i,i,i,i,-9,28
O=C(CSCc1ccc(F)cc1)Nc1ccc(F)cc1,i,i,i,i,·,i,i,i,i,-8,-2
CCN(C(=O)c1cc2cc3ccc(C)cc3nc2o1)c1ccc(OC)cc1,i,i,i,i,13,i,i,i,i,1,0
Cc1cccc(NC(=O)CC(C)(C)C)c1,i,i,i,i,-2,i,i,i,i,-4,-2
CCOC(=O)c1ccc2nc(NC(NC(C)=O)(C(=O)OC)C(F)(F)F)sc2c1 (stereo not given),i,i,i,i,0,i,i,i,i,-8,3
CCC(C(=O)NC1CCCC1)N(C(=O)Cn1nnc(-c2ccc(C)o2)n1)c1ccc(OC)cc1 (stereo not given),i,i,i,i,0,i,i,i,i,-8,3
CCOC(=O)N1CCN(CC(=O)Nc2ccc(C)c(Br)c2)CC1,i,i,i,i,13,i,i,i,i,-5,-6

# The last 3 entries of the section before open the next one.
SMILES,KCNK9 block,ANO1 block,TRPC4 PAM,KCNQ1 act,HDAC3 inhib,TRPC4 agonist,KCNQ1 inh,KCNK3 block,TMEM16A act,hERG protect,Dyrk1A ADPGlo
CCOC(=O)c1ccc2nc(NC(NC(C)=O)(C(=O)OC)C(F)(F)F)sc2c1 (stereo not given),i,i,i,i,0,i,i,i,i,-8,3
CCC(C(=O)NC1CCCC1)N(C(=O)Cn1nnc(-c2ccc(C)o2)n1)c1ccc(OC)cc1 (stereo not given),i,i,i,i,0,i,i,i,i,-8,3
CCOC(=O)N1CCN(CC(=O)Nc2ccc(C)c(Br)c2)CC1,i,i,i,i,13,i,i,i,i,-5,-6
CS(=O)(=O)N(CC(=O)Nc1ccccc1Br)Cc1ccccc1,i,i,i,i,-9,i,i,i,i,-7,-2
CCN(CC)C(=O)C1CCC(CNS(=O)(=O)c2cccc3nsnc23)CC1 (stereo not given),i,i,i,i,·,i,i,i,i,-7,5
COC(=O)c1cc(NC(=O)C2(S(=O)(=O)c3ccc(C)cc3)CC2)cc(C(=O)OC)c1,i,i,i,i,-3,i,i,i,i,-5,-4
CCCCOc1ccc(Cc2c(COCC)[nH]c(=S)[nH]c2=O)cc1,i,i,i,i,-5,i,i,i,i,-3,-3
CCCCNC(=O)CN1CCC2(O)CCCCC2C1c1ccccc1OC (stereo not given),i,i,i,i,-1,i,i,i,i,-1,0
COC(=O)c1ccc(CSc2ncnc3ccccc23)o1,i,i,i,i,-6,i,i,i,i,-11,1
CCN1CCN(C(=O)Cn2nc(C)n3c(cc4c(OC)cccc43)c2=O)CC1,i,i,i,i,-113,i,i,i,i,-5,-4
Cn1c(=O)[nH]c(=O)c2c1nc(N1CCNCC1)n2Cc1cccc2ccccc12,i,i,i,i,3,i,i,i,i,-7,-7
CSc1ccc(C2C(C#N)=C(N)N(c3ccccc3)C3=C2C(=O)CCC3)cc1 (stereo not given),i,i,i,i,6,i,i,i,i,-6,-9
Cc1cc(CNC(=O)COc2ccc(F)cc2Cl)cc(C)c1O,i,i,i,i,7,i,i,i,i,-4,0
COC(=O)CSc1snnc1-c1ccc(Cl)cc1Cl,i,i,i,i,-1,i,i,i,i,0,9
COc1ccccc1NC(=O)c1nn(-c2ccccc2)ccc1=O,i,i,i,i,4,i,i,i,i,-8,1
COC(=O)c1sc2ccccc2c1N,i,i,i,i,·,i,i,i,i,-6,1
CCCc1cc(=O)[nH]c(SCC(=O)N2CCN(S(=O)(=O)c3ccc(C)cc3)C2)n1,i,i,i,i,-2,i,i,i,i,-7,1
Cc1cc(=O)nc2c3ccccc3n(C(C)C(=O)NCCN3CCOCC3)n12 (stereo not given),i,i,i,i,-1,i,i,i,i,-3,2
COc1ccc(S(=O)(=O)N2CC(=O)Nc3ccccc32)cc1F,i,i,i,i,3,i,i,i,i,-3,-4
CCn1c(C)c(C)c2cc(C(=O)NCCN3CCCCCC3)ccc21,i,i,i,i,-3,i,i,i,i,-9,6
CCc1ccc2c(CN(C)Cc3ccc(OC(F)F)c(OC)c3)cc(=O)oc2c1,i,i,i,i,7,i,i,-16*,i,-5,-6
O=C(NCC1CCN(c2ccc(S(=O)(=O)N3CCOCC3)cc2)CC1)Nc1ccccc1F,i,i,i,i,1,i,i,i,i,-4,0
O=C(NC(=S)N1CCCCCC1)C1CC1,i,i,i,i,7,i,i,i,i,-5,3
CCN(c1ccccc1)S(=O)(=O)c1ccc2c(c1)N(C(C)=O)CCO2,i,i,i,i,-2,i,i,i,i,-11,-5
CCOc1ccc(/C=C2\SC(=S)N(CC(=O)Nc3ccccn3)C2=O)cc1,i,i,i,i,0,i,i,i,i,-3,2
COc1ccc(NC(=O)Nc2nc(C)cc(C)n2)c(OC)c1,i,i,i,i,0,i,i,i,i,-7,8
Clc1ccc(-n2ncc3c(NCCCn4ccnc4)ncnc32)cc1,i,i,i,i,-4,i,i,i,i,-15,3
CC1CCC(NC(=O)c2cccc(S(=O)(=O)N3CCN(C)CC3)c2)CC1 (stereo not given),i,i,i,i,-5,i,i,i,i,-9,-7
COc1ccc(C2=C/C(=C/c3cccnc3)C(=O)O2)cc1OC,i,i,i,i,0,i,i,i,i,-5,4
CC(=O)NC(c1ccccc1)c1nc2ccccc2[nH]1 (stereo not given),i,i,i,i,-1,i,i,-11*,i,-11,-5
[N-]=C=C1C(=S)NC(=O)[C@H]([n+]2ccccc2)[C@H]1c1ccc(Cl)cc1,i,i,i,i,-1,i,i,i,i,-6,·
Cc1cccc(C(=O)OCc2cc3ccccc3[nH]c2=O)c1,i,i,i,i,-6,i,i,i,i,-9,-1
COc1ccccc1C(CNC(=O)C(CCSC)NS(=O)(=O)c1ccccc1F)N1CCCC1 (stereo not given),i,i,i,i,1,i,i,i,i,-12,14
CCOC(=O)c1sc2nc3c(SCC(=O)O)cc(C(=O)c4ccccc4O)cn3c(=O)c2c1C,i,i,i,i,-10,i,i,i,i,-8,-6
CN1C(C(=O)Nc2ncccn2)=C(O)c2ccccc2S1(=O)=O,i,i,i,i,1,i,i,i,i,-5,1
CCCCCCc1cc2cc(-c3nnc(-c4ccccc4)o3)c(=O)oc2cc1O,i,i,i,i,2,i,i,i,i,1,3
CN(CCO)C(=O)c1c(NC(=O)c2ccccc2)sc2c1CCCC2,i,i,i,i,-3,i,i,i,i,1,-2
COc1c[nH]n(C2CCCCC2)c(=O)c1=O,i,i,i,i,5,i,i,i,i,-5,1
O=C(CN(CC1CCCO1)C(=O)CNS(=O)(=O)c1ccc(Cl)cc1)NCCc1ccccc1 (stereo not given),i,i,i,i,2,i,i,i,i,-7,-10
Clc1cc2c(c(Cn3cnc4ccccc43)c1)OCOC2,i,i,i,i,1,i,i,i,i,-9,3
Cc1ccc(NC(=O)COc2cccc(/C=C3\SC(=S)N(CCC(=O)O)C3=O)c2)cc1Cl,i,i,i,i,-1,i,i,i,i,-5,9
COc1ccc(NC(=S)N(CCc2c(C)[nH]c3ccccc23)Cc2cccnc2)cc1,i,i,i,i,-2,i,i,i,i,-5,60*
Cc1ccc(-n2ncc3c2CC(C)(C)CC3NC(=O)CCc2ccncc2)cc1 (stereo not given),i,i,i,i,-5,i,i,i,i,-6,16
COc1ccc2[nH]cc(CCNC(=S)NCCc3ccccc3)c2c1,i,i,i,i,-4,i,i,i,i,-1,2
O=C(CSc1ccccc1)Nc1ccc(C(=O)Nc2ccc(O)cc2)cc1,i,·,i,i,·,i,i,i,i,-5,-8
COc1cc(C(=O)NC2Cc3ccccc3C2)ccc1OC1CCN(C(C)=O)CC1,i,i,i,i,11,i,i,i,i,-12,0
O=C(NC1CCOCC1)C1CCC(=O)N(Cc2ccc(Cl)cc2)C1 (stereo not given),i,i,i,i,-1,i,i,i,i,-9,·
O=C(COC(=O)C1CCC1)NCc1ccc(F)cc1,i,i,i,i,-1,i,i,i,i,-8,11
Cc1cc(C)cc(-n2c(SC(C)C(=O)NCc3ccc4c(c3)OCO4)nc3ccccc3c2=O)c1 (stereo not given),i,i,i,i,0,i,i,i,i,-14,-2
CC1(C)C(=O)N(CCN2CCC(C(=O)c3ccc(F)cc3)CC2)c2ccccc21,·,i,·,·,-6,·,·,i,i,·,4
COc1ccccc1/C=C/C(=O)OCC(=O)NCCC1=CCCCC1,i,i,i,i,-6,i,i,i,i,-12,0
Cn1c(-c2cc3ccccc3oc2=O)nc2ccccc21,i,i,i,i,-12,i,i,i,i,-2,2
O=C(COn1nnc2ccccc21)N1CCN(Cc2ccccc2)CC1,i,i,i,i,-5,i,i,i,i,-2,-1
# Carrying on:
SMILES,KCNK9 block,ANO1 block,TRPC4 PAM,KCNQ1 act,HDAC3 inhib,TRPC4 agonist,KCNQ1 inh,KCNK3 block,TMEM16A act,hERG protect,Dyrk1A ADPGlo
O=[N+]([O-])c1cc(C(F)(F)F)cc([N+](=O)[O-])c1NCCN1CCNCC1,i,i,i,i,1,i,i,i,i,-3,6
CCc1ccc(/C=C/C(=O)C2C(=O)c3ccccc3C2=O)cc1,i,i,i,28*,?,i,i,i,i,28*,-3
COc1ccc(CCNC(=O)C2CCCN(c3nc(C)cc(C)n3)C2)cc1 (stereo not given),i,i,i,i,1,i,i,i,i,-12,2
CS(=O)(=O)N(CC(=O)NCC1CCCO1)c1cccc([N+](=O)[O-])c1 (stereo not given),i,i,i,i,3,i,i,i,i,-9,-2
CCCc1nc2ccccc2c(=O)n1/N=C/c1c(C)[nH]n(-c2ccc(C)cc2)c1=O,i,i,i,i,6,i,i,i,i,-3,·
CCN1C(=O)N[C@@H](c2cccs2)C(C(C)=O)=C1C,i,i,i,i,1,i,i,i,i,-2,7
O=C(CSc1nnc(-c2cccnc2)n1Cc1ccco1)Nc1nc(-c2ccc(F)cc2)cs1,i,i,i,i,16,i,i,i,i,-8,6

# The list is partial; count on the stated rates, not on these rows.
